Vif-A3G inh – Vif-A3G binding inhibition | Potency, µM (series often up to 46.1 µM), for the others: at the top dose activity, negative = active, most hits filed as inhibitors | Q9HC16 | HeLa A3G-eYFP + Vif (tagged APOBEC3G with the HIV-1 protein that degrades it), YFP fluorescence, overnight | actives 0.076% (n = 410,000);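 note: % is set by controls: 0 for no effect and ±100 for the full control effect; nearly all actives have a fitted effect of over 60% in size; hits raise eYFP signal because A3G escapes Vif-driven loss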
Target sequence (Q9HC16 whole entry, looked up): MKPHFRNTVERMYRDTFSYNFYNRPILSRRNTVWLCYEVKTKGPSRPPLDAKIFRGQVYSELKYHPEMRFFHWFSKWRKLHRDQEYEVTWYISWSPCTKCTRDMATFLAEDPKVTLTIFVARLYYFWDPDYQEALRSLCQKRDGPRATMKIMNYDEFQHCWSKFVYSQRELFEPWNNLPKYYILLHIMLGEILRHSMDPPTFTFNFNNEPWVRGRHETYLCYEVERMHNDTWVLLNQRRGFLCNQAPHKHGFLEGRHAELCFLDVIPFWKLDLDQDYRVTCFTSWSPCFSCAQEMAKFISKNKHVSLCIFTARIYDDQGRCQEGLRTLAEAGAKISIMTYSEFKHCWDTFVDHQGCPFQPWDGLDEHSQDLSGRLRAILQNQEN
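Read-out is eYFP fluorescence (Ex 488/Em 500-530) from Vif-expressing HeLa A3G-eYFP cells; more signal means A3G escaped Vif-mediated degradation. Cells plated overnight, compound pinned in, incubated overnight at 37 deg C.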
ERG Ets-DNA blk – ERG Ets/DNA interaction inhibition. AID 624246. Potency, µM (top dose mostly 76.9 µM), inactives show at the highest dose FP activity, negative = inhibition, actives largely listed as inhibitors. actives 0.028% (n = 370,000). fluorescence polarization, His-ERG Ets domain / labelled DNA. P11308; active = well fitted inhibition curve with a large enough effect in the polarisation, with a control signal flat; inconclusive = small, poorly fitted or top-dose-only effect, or effect the other way, or a change in a side signal; inactive = no such curve, though single readings can be large or run the other way; the % refers to the polarisation;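 note: polarization taken with two DNA probes labelled with fluorescein and Texas red; % of control where 0% means no effect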
Target sequence (P11308 whole entry, looked up, the tested form may be a part): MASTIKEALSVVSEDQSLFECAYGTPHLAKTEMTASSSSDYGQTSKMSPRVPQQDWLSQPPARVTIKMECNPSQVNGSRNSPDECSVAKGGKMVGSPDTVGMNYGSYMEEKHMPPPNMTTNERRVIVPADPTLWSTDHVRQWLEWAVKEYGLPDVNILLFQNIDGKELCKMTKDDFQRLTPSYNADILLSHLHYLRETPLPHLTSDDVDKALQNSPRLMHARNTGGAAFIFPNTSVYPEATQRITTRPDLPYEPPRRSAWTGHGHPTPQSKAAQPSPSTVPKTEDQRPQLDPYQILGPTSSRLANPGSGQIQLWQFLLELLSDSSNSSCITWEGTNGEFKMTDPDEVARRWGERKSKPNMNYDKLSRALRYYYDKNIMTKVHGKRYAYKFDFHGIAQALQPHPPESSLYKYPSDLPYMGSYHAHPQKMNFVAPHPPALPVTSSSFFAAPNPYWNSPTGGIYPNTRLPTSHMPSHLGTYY
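His-tagged ERG Ets domain (1 uM in the protein solution; 300mM KCl, 50mM Tris-HCl, 1mM EDTA, 1mM DTT, pH 7.5) received compound, then a probe mix of 5 nM fluorescein-DNA and 100nM Texas-615-DNA. Fluorescence polarization was read for both dyes.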
GRP78 ERSR act – induces the endoplasmic reticulum stress response in human glioma cells; U87-MG GRP78 promoter luciferase reporter, 16 h; Potency, µM, for the others: at the top dose activation, hits mostly activators; actives 0.02% (n = 420,000); note: series mostly up to about 76 µM; % of control where 0% means no effect; nearly all actives have a fitted effect of over 35% in size
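Stably transfected U87-MG glioma cells carrying a GRP78-based luciferase sensor; 16 h compound incubation. Luminescence end-point read 10 min after Bright-Glo addition at room temperature.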
RGS4 inh – inhibitors of human regulator of G protein signaling 4. Potency, µM (top dose mostly 114 µM), without a hit: at the top dose activity change, negative = inhibition, most hits filed as inhibitors. P49798. Transcreener GDP fluorescence polarization, RGS4-accelerated GTP hydrolysis. actives 0.039% (n = 390,000); note: % is set by controls: 0 for no effect and ±100 for the full control effect; nearly all actives have a fitted effect of over 75% in size; some results filed as inactive show a strong effect at the top dose
Target sequence (P49798 whole entry, looked up): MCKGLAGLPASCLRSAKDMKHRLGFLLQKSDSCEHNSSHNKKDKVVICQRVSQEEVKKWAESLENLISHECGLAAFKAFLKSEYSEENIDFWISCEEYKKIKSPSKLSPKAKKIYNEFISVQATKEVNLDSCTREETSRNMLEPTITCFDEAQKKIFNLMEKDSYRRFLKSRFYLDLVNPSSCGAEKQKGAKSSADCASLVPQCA
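MLSMR compounds (23 nl, pin-transferred) preincubated 10 min at room temperature with a 500nM (2x) first reagent, then RGS4 at 900nM (2x) plus Transcreener GDP mix added; fluorescence polarization (620/688 nm) read before and after 90 min at 30 °C.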
Active calls of the source: *; i = inactive; ? = inconclusive; · = no result given; & = joins results of further samples; [ ] = remark or other dose. Unless noted, calls come from the whole dose curve; as a rule, active = well fitted curve in the direction sought with a large enough effect; inconclusive = small, poorly fitted or top-dose-only effect, or another doubt; inactive = no such curve, though single readings can be large; an effect the other way counts as inactive or inconclusive. Potency is the fitted concentration of half-maximal effect. An excerpt, so the mix of outcomes need not match the whole.

SMILES	Vif-A3G inh	ERG Ets-DNA blk	GRP78 ERSR act	RGS4 inh
O=C(Cc1ccc(Cl)cc1)c1c(O)cc(O)cc1O	·	·	?	i
NC(=O)C(=O)O	·	·	-2.3%	-2.6%[56.9 µM]
Nc1ccc2c3c(cccc13)C(=O)NC2=O	·	·	-4.2%&-1.8%&-4.9%	-13.2%[56.9 µM]
Fc1ccc(C(OCCCc2cnc[nH]2)c2ccc(F)cc2)cc1	·	·	-3.6%	?
Oc1ccc(/C=C/c2ccc(/C=C/c3ccc(O)cc3)c(Br)c2)cc1	·	·	?	?
COc1ccc(-c2cc3ncc(C)n3c(Nc3ncccc3C(N)=O)n2)cc1OC	·	·	-4.5%	-14.6%[56.9 µM]
CCOC(=O)[C@H](CCc1ccccc1)N[C@@H](C)C(=O)N1[C@H](C(=O)O)C[C@H]2CCCC[C@@H]21	·	·	-1.3%&-2.0%&-2.3%	-12.1%[56.9 µM]
Cc1cc(NC2CCCCC2)nc(-n2nc(C)cc2C)n1	·	·	-1.9%	-9.7%[56.9 µM]
CCCCCC(=O)/C=C/C=C\C/C=C\C/C=C\CCCC(=O)O	·	·	-4.2%	?
CC1CN(S(=O)(=O)c2cccc3cnccc23)CCN1 (stereo unspecified)	·	·	-6.6%	9.5%[56.9 µM]
C#CC(N)CCC(=O)O (stereo unspecified)	·	·	-3.5%	-0.7%[56.9 µM]
COc1ccc2c(c1)c(CC(=O)O)c(C)n2C(=O)c1ccccc1	·	·	-5.7%	15.8%[56.9 µM]
NC(=S)c1ccc[n+]([C@@H]2O[C@@H](COP(=O)([O-])OP(=O)(O)OC[C@H]3O[C@@H](n4cnc5c(N)ncnc54)[C@H](OP(=O)(O)O)[C@@H]3O)C(O)C2O)c1 (stereo partly specified)	·	·	-2.4%	26.7µM*
CC(=O)Nc1ccc(-c2nc3ccc(Cl)cc3[nH]2)cc1	·	·	-5.9%	i
COc1cc(NS(=O)(=O)c2ccc3c(c2)CC(C)N3C(=O)C2CCC2)cc(OC)c1OC (stereo unspecified)	·	-8.8%	·	19.2%
Cc1ccccc1NC(=O)NCCCN1CCN(c2ccccc2F)CC1	·	4.6%	·	-0.2%
Cn1c(=O)c2sccc2n2c(CCC(=O)N3CCN(c4ccc(F)cc4)CC3)nnc12	·	7.9%	·	-13.8%
O=C(C[N+]12CN3CN(CN(C3)C1)C2)c1ccc(Br)cc1	-3.8%	·	0.2%	·
O=C(C[n+]1cccc(Br)c1)c1ccc(Br)cc1	-2.3%	·	-2.0%	·
Cc1ccc2ccccc2[n+]1CCCCI	-3.0%	·	-3.1%	·
Cc1cnc2ccccc2c1C	-3.0%	·	-0.6%	·
CC/C(=C/c1ccccc1OC)c1cc(-c2ccccc2)cc2oc3ccccc3c12	-3.5%	·	-4.7%	·
Cc1ccccc1N=C1Nc2ccc(Cl)cc2N[C@]12C[C@H]1CCCC(=O)N3CC[C@@H](C2)[C@@H]13	-3.5%	·	-1.0%	·
COc1cc2nc(CCc3nc4cc(OC)c(OC)cc4[nH]3)[nH]c2cc1OC	2.1%	·	1.1%	·
O=C(O[C@H]1[C@H](Cc2ccccc2)NS(=O)(=O)[C@H]2C[C@@H]3C=C[C@]12O3)c1ccccc1Br	-2.6%	·	-1.0%	·
C=C[C@@H]1c2cc(C)ccc2N(S(=O)(=O)c2ccc(C)cc2)[C@H](c2ccc(C(=O)OC)cc2)C1(C#N)C#N	0.0%	·	-2.7%	·
CCN(CC)CCN(C)c1ccc(/C=C/c2ccnc3ccccc23)cc1	-12.9%	·	0.6%	·
COc1cc(CN2c3ccc(Br)cc3C(=O)CS2(=O)=O)cc(OC)c1	-8.4%	·	-1.4%	·
Cc1cnc2ccccc2c1/C=C/c1ccc(N(C)C)cc1	-14.6%	·	-4.1%	·
C[N+]1(CC(=O)c2ccc(I)cc2)CCCc2ccccc21 (stereo unspecified)	-20.7%	·	-4.0%	·
Cc1ccnc2cc(Cl)cc(Cl)c12	1.6%	·	0.6%	·
Cc1cc(C)c2cccnc2c1O	1.8%	·	-4.7%	·
C=CC[C@H](c1ccc(F)cc1)N(CC(C)C)S(=O)(=O)C=C	-10.6%	·	-4.8%	·
CC(C)(C)n1ncc2c(=O)n(Cc3ccccc3F)cnc21	-0.5%	·	-3.3%	·
O=C(C[n+]1ccnc2ccccc21)c1ccc(Br)cc1	-0.7%	·	1.3%	·
Cc1cc2ccccc2c[n+]1C1CCCCC1	3.2%	·	-2.7%	·
Cc1cc[n+](CC(=O)c2ccc(F)cc2)c2ccccc12	-0.8%	·	-3.7%	·
CC(=O)C[C@H]1c2cc(F)cc(F)c2S(=O)(=O)N1C1CCN(Cc2ccccc2)CC1	-0.5%	·	-1.6%	·
CCc1cc[n+](CC(=O)c2ccc(F)cc2)cc1C(=O)O	1.4%	·	-2.2%	·
CN(C)c1ccc(/C=C/c2cc3ccccc3cn2)cc1	3.3%	·	-2.8%	·
O=C(C[n+]1cccc2cccc(O)c21)c1ccccc1	-5.9%	·	-2.8%	·
CC(C)(C)n1ncc2c(=O)n(Cc3ccccc3C#N)cnc21	0.8%	·	-4.4%	·
CC(C)N(c1ccc(C=O)cc1)C(C)C	1.1%	·	-1.8%	·
Cc1cccc2c(C(O)c3c[nH]c4c(C)cccc34)c[nH]c12	-16.9%	·	-0.3%	·
Cc1cccc(/C=C/c2cccs2)n1	3.6%	·	-4.5%	·
COc1cc(OC)c(/C=C/c2ccc3ccccc3n2)c(OC)c1	?	·	-5.6%	·
O=C1[C@H](Cc2ccccc2)NC/C=C\C[C@@H](c2ccco2)N1Cc1ccccc1	-3.9%	·	-3.8%	·
CN(C)c1ccc(/C=C/c2c3c(nc4ccccc24)CCCC3)cc1	?	·	-3.0%	·

The closing 4 entries of the part before are carried over, then new ones follow.
SMILES	Vif-A3G inh	ERG Ets-DNA blk	GRP78 ERSR act	RGS4 inh
Cc1cccc(/C=C/c2cccs2)n1	3.6%	·	-4.5%	·
COc1cc(OC)c(/C=C/c2ccc3ccccc3n2)c(OC)c1	?	·	-5.6%	·
O=C1[C@H](Cc2ccccc2)NC/C=C\C[C@@H](c2ccco2)N1Cc1ccccc1	-3.9%	·	-3.8%	·
CN(C)c1ccc(/C=C/c2c3c(nc4ccccc24)CCCC3)cc1	?	·	-3.0%	·
Cc1ccc(CN2[C@H]3CCCC[C@@H]3OCCS2(=O)=O)cc1	2.0%	·	-2.6%	·
CC(C)(C)n1ncc2c(=O)n(Cc3cccc(C(F)(F)F)c3)cnc21	0.0%	·	-2.4%	·
CC(C)(C)CC(C)(C)N=C1Nc2ccc([N+](=O)[O-])cc2N[C@]12C[C@H]1CCCC(=O)N3CC[C@@H](C2)[C@@H]13	-8.4%	·	0.1%	·
CCCN(CCC)c1ccc(/C=C/c2ccnc3ccccc23)cc1	11.2µM*	·	14.1%	·
CC(C)(C)n1ncc2c(=O)n(Cc3c(Cl)cccc3Cl)cnc21	1.9%	·	-5.1%	·
COc1ccc2[nH]c(CCc3nc4c(OC)c(OC)ccc4[nH]3)nc2c1OC	0.1%	·	-0.5%	·
C[N+]1(CC(=O)c2ccc(Cl)cc2)CCOCC1	-0.5%	·	-3.4%	·
Cc1ccccc1CN1[C@H](C)[C@H](c2ccccc2)OCCS1(=O)=O	-4.6%	·	-0.7%	·
Cc1cc[n+](C2CCCCC2)cc1	?	·	0.9%	·
C[C@@H]1[C@H](c2ccccc2)OCCS(=O)(=O)N1Cc1ccc(F)cc1	-1.3%	·	-3.1%	·
Cc1ccc(CN2CCOCCS2(=O)=O)cc1	-4.7%	·	-0.9%	·
COc1ccc(OC)c2c(/C=C/c3c(C)[nH]c4ccccc34)ccnc12	-0.3%	·	-10.9%	·

For convenience, some entries already given.
SMILES	Vif-A3G inh	ERG Ets-DNA blk	GRP78 ERSR act	RGS4 inh
Cc1ccc(CN2[C@H]3CCCC[C@@H]3OCCS2(=O)=O)cc1	2.0%	·	-2.6%	·
CC(C)(C)n1ncc2c(=O)n(Cc3cccc(C(F)(F)F)c3)cnc21	0.0%	·	-2.4%	·

Continued.
SMILES	Vif-A3G inh	ERG Ets-DNA blk	GRP78 ERSR act	RGS4 inh
COC(=O)C[C@H]1c2cc(F)ccc2S(=O)(=O)N1C1CC1	-1.1%	·	-3.1%	·
O=C(C[N+]1(c2ccccc2)CCOCC1)c1ccccc1	-8.9%	·	-0.6%	·
CN(C)c1ccc(/C=C2\C(=O)/C(=C\c3ccc(N(C)C)cc3)c3ccccc32)cc1	-1.0%	·	-4.5%	·
O=C1c2ccccc2C(=O)c2cc(Cn3cc(-c4cccc(C(F)(F)F)c4)nn3)ccc21	1.8%	·	2.8%	·
Cc1cc2c(cc1C)N[C@]1(C[C@H]3CCCC(=O)N4CC[C@@H](C1)[C@@H]34)C(=NCc1ccccc1)N2	2.6%	·	-1.5%	·
Brc1ccc2c(ccc[n+]2CCc2ccccc2)c1	2.4%	·	-0.8%	·
CCCCN(CCC(=O)O)c1ccc(/C=C/c2ccnc3ccccc23)cc1	?	·	-10.9%	·
OC(C1=C/C(=C\c2ccncc2)c2ccccc21)c1ccncc1 (stereo unspecified)	-9.5%	·	-2.5%	·
Cc1cccc(CN2Cc3cccc4c3[C@H](C=CC4)CC2=S)c1	3.1%	·	-3.4%	·
CC(C)(C)CC(C)(C)N=C1Nc2ccc(Cl)cc2N[C@]12C[C@H]1CCCC(=O)N3CC[C@@H](C2)[C@@H]13	-10.9%	·	3.9%	·
O=C([C@@H]1CC=C[C@@H]2CCN(C3CCCCC3)C(=O)[C@@H]21)N1CCOCC1	-1.8%	·	-2.4%	·
C#CCN(Cc1ccc(OC)cc1)S(=O)(=O)C=C	?	·	-8.6%	·
Cc1cc[n+](C2CCCCC2)c2ccccc12	-0.7%	·	6.0%	·
CN(C)c1ccc(/C=C/c2ccnc3c(O)ccc(O)c23)cc1	-1.0%	·	-1.1%	·
C=C1[C@@H](O)CN(Cc2ccc(OC)cc2)S1(=O)=O	-17.3%	·	-9.3%	·
CC(O)c1nc2ccccc2[nH]1 (stereo unspecified)	1.2%	·	-2.8%	·
COC(=O)C1=C(C(=O)OC)[C@]2([C@H]3C/C=C\CN[C@@H](Cc4ccccc4)C(=O)N3Cc3ccccc3)C=C[C@H]1O2	1.5%	·	-3.7%	·
COc1cccc(Cn2cnc3c(cnn3C(C)(C)C)c2=O)c1	-1.2%	·	-1.5%	·
O=C(O)C#CC(=O)O	-2.6%	·	1.8%	·
CN(C)c1ccc(/C=C/C=C/c2ccnc3ccccc23)cc1	?	·	-3.6%	·
C=CCN1CC[C@@H](O)C(=C)S1(=O)=O	-1.2%	·	-1.3%	·
Cc1cc(/C=C/c2ccnc3ccccc23)ccc1N(C)C	?	·	0.0%	·
CC(=O)/C=C/c1ccc2c(c1)S(=O)(=O)N(C1CCCC1)[C@H]2CC(C)=O	?	·	-11.8%	·
Cc1cc(C)c2nccc(/C=C/c3ccc(N(C)C)cc3)c2c1	10µM*	·	-3.9%	·
C[C@@H]1[C@H](c2ccccc2)OCCS(=O)(=O)N1Cc1ccccc1Br	-0.8%	·	-2.7%	·
Cc1cccc(Cn2cnc3c(cnn3C(C)(C)C)c2=O)c1	-1.7%	·	-3.9%	·
O=c1cc(/C=C/c2ccc([N+](=O)[O-])cc2)c2ccccc2[nH]1	0.2%	·	-4.2%	·
CCCCCCCCCCCC[n+]1ccc(/C=C/c2c[nH]c3ccccc23)c2ccccc21	?	·	-3.3%	·
O=[N+]([O-])c1ccc2c(c1)C=CC2	-1.3%	·	-2.8%	·
Cc1cc(C)cc(C(=O)C[n+]2cccc(Br)c2)c1	-0.4%	·	-3.1%	·
OC(Br)C(O)C(O)N1CCCc2ccccc21 (stereo unspecified)	-0.5%	·	1.5%	·
